M1 agonist – M1 muscarinic receptor agonism; CHO-M1 cells, Fluo-4 calcium fluorescence, agonist mode; stronger effect = higher value; B-score at 10 µM; 64,000 tested, 3% active; AID 626;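 active = fluorescence rise, raw or as B-score row- and column-corrected plate score, outside the 99.7% band of its plate's samples, either direction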
TNAP act DEA – activates human TNAP at intermediate phosphate acceptor concentration | P05186 | purified TNAP, CDP-star luminescence, 100 mM DEA, 30 min; stronger effect = higher value; scale: 0 levamisole-inhibited, 1 vehicle-only enzyme | AID 813 | activation factor at 20 µM | 64,000 tested, under 10 active;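 active = activation factor of at least 2 at 20 µM, relative to controls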
SF-1 act – SF-1 (human) activation | AID 522 | 65,000 tested, 1.9% active | activation, % at 10 µM | CHO-K1 Gal4-SF-1 LBD luciferase reporter; % increase over DMSO SF-1-specific signal;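 active = activation above the mean activation of all tested compounds plus 3 SD, cut at about 50% in these data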
Target sequence (Q13285 whole entry, looked up, the tested form may be a part): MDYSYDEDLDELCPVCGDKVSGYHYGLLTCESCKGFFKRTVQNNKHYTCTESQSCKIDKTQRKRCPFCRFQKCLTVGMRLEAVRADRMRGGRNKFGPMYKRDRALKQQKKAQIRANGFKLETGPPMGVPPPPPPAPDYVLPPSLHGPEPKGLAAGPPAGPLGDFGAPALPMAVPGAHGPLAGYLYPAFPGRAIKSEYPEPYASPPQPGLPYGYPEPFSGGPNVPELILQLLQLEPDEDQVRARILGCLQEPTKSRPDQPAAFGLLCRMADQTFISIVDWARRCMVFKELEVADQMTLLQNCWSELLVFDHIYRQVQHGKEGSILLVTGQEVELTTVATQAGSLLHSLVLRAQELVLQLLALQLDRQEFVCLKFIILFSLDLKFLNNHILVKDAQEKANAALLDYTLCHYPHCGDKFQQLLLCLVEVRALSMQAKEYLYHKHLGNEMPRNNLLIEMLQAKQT
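Test system: CHO-K1 cells with Gal4–hSF-1 LBD chimera plus Gal4-driven luciferase; Input: 4,000 cells/well; Compound: 10 µM only; Times: 20 h compound treatment, 37 °C; Measured by: steady-glow luciferase luminescence, read after 15 min reagent incubation; Measure: percent activation versus DMSO; Control set: DMSO and mock-transfected background; Replicates: one test per compound.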
Ecoli tolC – blocks growth of E. coli BW25113 tolC mutant | growth inhibition, % at 10 µM (by protocol) | AID 573 | OD615 | 65,000 tested, 2.2% active;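 active = growth inhibition at or above a cutoff equal to the mean over every tested compound plus 3 SD, cut at about 60% in these data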;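 note: growth measured after 20 h incubation at 37 °C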
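Signal: optical density read at 615 nm; Assay system: E. coli ΔtolC::kan strain BW25113; Times: 20 h incubation with compound, 37 °C; Dosing: 10 µM final, single dose.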
D1 mod – D1 dopamine receptor (human) allosteric modulation; P21728; HEK293 D1, CRE-luciferase, dopamine EC30 potentiation; actives deviate in either direction; B-score at 10 µM; 58,000 tested, 5.9% active;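 active = luminescence count or its row- and column-corrected plate score outside the 99.7% band of the plate's sample wells, on either side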
NADH enzymes – blocks coupling enzymes of NAD/NADH assays | coupled PK/LDH NADH assays, four targets | IC50, µM (series often up to 10 µM), for inactives: top-dose inhibition | 65,000 tested, 0.02% active;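 active = single-dose screening hits from any of four coupled enzyme assays that gave an IC50 when retested across doses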;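 note: the DPM-DC format reads NADH fluorescence rather than 340 nm absorbance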
HEK293 NFkB inh – lowers PMA/ionomycin-induced NF-kB signal in HEK293 cells; HEK-293 NF-kB luciferase reporter, luminescence; inhibition, % at 3 µM; 62,000 tested, 0.21% active;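 active = inhibition above the mean of all tested compounds plus 3 SD, cut at about 40% in these data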;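 note: 0% = stimulated DMSO wells and 100% = 10 µM reference inhibitor 5653914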
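Material: HEK-293 cells with stable firefly luciferase reporter driven by four HIV NF-kB elements / Also added: PMA plus ionomycin mix as NF-kB-activating stimulus / Compound dosing: 3 µM once, 0.30% DMSO / Times: 1 h pretreatment, 16 h stimulation, 37 °C / Signal: luminescence / Evaluation: per-plate % inhibition versus controls / Benchmarks: DMSO and 10 µM reference inhibitor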
Jurkat viability – cytotoxic compounds reducing Jurkat cell viability; 56,000 tested, 1.2% active; AID 463; inhibition, % at 4 µM; Jurkat E6.1 viability, ATP luminescence, 48 h;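 active = inhibition above the mean inhibition of all tested compounds plus 3 SD, cut at about 28% in these data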
M1 antag – M1 muscarinic receptor (rat) antagonism. P08482. CHO-M1 cells, Fluo-4 calcium, ACh EC80 antagonist mode; stronger effect = lower value. B-score at 10 µM. 64,000 tested, 3.4% active. AID 628;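 active = calcium fluorescence response, raw or row-and-column corrected B-score, differing from the plate sample mean either way at a set confidence level, mostly lower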
Target sequence (P08482 whole entry, looked up): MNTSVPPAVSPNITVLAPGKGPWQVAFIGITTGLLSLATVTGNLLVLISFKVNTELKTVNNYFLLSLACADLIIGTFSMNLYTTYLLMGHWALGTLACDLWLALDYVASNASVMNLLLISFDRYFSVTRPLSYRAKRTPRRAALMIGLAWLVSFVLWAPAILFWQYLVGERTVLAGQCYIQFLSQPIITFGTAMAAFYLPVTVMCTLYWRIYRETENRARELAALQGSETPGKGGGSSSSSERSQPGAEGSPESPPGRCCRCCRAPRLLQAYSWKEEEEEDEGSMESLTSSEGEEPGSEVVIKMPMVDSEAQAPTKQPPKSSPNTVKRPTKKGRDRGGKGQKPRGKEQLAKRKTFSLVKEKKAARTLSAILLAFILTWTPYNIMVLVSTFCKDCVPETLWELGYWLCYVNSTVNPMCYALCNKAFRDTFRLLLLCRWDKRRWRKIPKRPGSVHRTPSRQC
The depositor's hits bear a star; . = no result given; [ ] = another dose, or the depositor's remark.

Under each structure – M1 agonist, TNAP act DEA, SF-1 act, Ecoli tolC, D1 mod, NADH enzymes, HEK293 NFkB inh, Jurkat viability, M1 antag
COc1ccc(CSCCN)cc1Cl
    0.88, 0.9, 5, 0, 3.8, 4%, -8, 2, 0.16
COc1ccccc1C(O)P(=O)(OC(C)C)c1ccc(N(C)C)cc1 (configuration not stated)
    -0.16, 0.9, -1, 1, 0.31, 3%, 19, 6, 0.25
c1ccc(N=P(c2nc3ccccc3o2)(N2CCOCC2)N2CCOCC2)cc1
    -0.34, 0.9, 20, -10, 0.25, 4%, 5, 4, 0.1
CCC(C)Sc1nc2c(cnn2-c2ccc(C)cc2)c(=O)[nH]1 (configuration not stated)
    -1.8, 1, 22, 0, ., 7%, 19, -13, -0.74
Cc1ccc(S(=O)(=O)N2CC(O)CC2C(=O)Nc2ccc3c(c2)CCC3)cc1 (configuration not stated)
    1.6, 0.9, 2, 13, -0.52, 3%, 7, -7, 2.4
CCOC(=O)Nc1ccc2c(c1)N(C(=O)CN1CCN(C)CC1)c1ccccc1S2
    -0.7, 1, -2, 2, 0.014, 7%, 6, 3, -13*
COc1ccc(NC(=O)CN2CCC(n3c(C)nc4cc(F)ccc43)CC2)c(OC)c1
    -1.2, 0.9, 24, -17, 2.1, 2%, 7, 0, 0.49
CCn1c(SC(=O)NC2CCCCC2)nnc1-c1cccs1
    -1.3, 0.9, 18, -25, 0.99, 18%[fluoresces], 10, 3, 0.0016
CCOC(=O)CC1C(=O)NCCN1C(=O)Nc1ccccc1 (configuration not stated)
    0, 0.8, -7, -17, 0.41, 17%, -1, 1, -2.2*
O=C(c1ccccc1)c1coc2ccc(O)c(Cl)c12
    0.66, 1, -10, 20, 1.1, 9%, 1, 10, 0.076

One compound at a time, from the list above. Order of screens: M1 agonist, TNAP act DEA, SF-1 act, Ecoli tolC, D1 mod, NADH enzymes, HEK293 NFkB inh, Jurkat viability, M1 antag
Listed for CCn1c(SC(=O)NC2CCCCC2)nnc1-c1cccs1 : -1.3, 0.9, 18, -25, 0.99, 18%[fluoresces], 10, 3, 0.0016
Listed for CCOC(=O)Nc1ccc2c(c1)N(C(=O)CN1CCN(C)CC1)c1ccccc1S2 : -0.7, 1, -2, 2, 0.014, 7%, 6, 3, -13*
Listed for CCC(C)Sc1nc2c(cnn2-c2ccc(C)cc2)c(=O)[nH]1 (configuration not stated) : -1.8, 1, 22, 0, ., 7%, 19, -13, -0.74

More entries follow:
Under each structure – M1 agonist, TNAP act DEA, SF-1 act, Ecoli tolC, D1 mod, NADH enzymes, HEK293 NFkB inh, Jurkat viability, M1 antag
CCOc1ccccc1C1C(C(=O)Nc2ccc(OC)cc2)=C(C)Nc2nc(CCCO)nn21 (configuration not stated)
    -1.1, 0.8, 1, -3, 0.083, 3%, 7, -4, -0.2
O=C(CN1C(=O)c2cccc3cccc1c23)Nc1cccnc1
    -0.25, ., -3, -6, 0.083, 13%, 10, ., 0.63
O=C1CCCN1c1ccc(S(=O)(=O)Nc2ccc3c(c2)OCCO3)cc1
    0.52, ., 23, -1, 0.18, 5%, 29, 82*, 0.2
COc1ccc(-n2c(CNC(=O)c3ccc(S(=O)(=O)N4CCCC4)cc3)n[nH]c2=S)cc1
    ., 0.9, 1, -20, ., 12%, 9, -4, .
O=C(NCc1cccnc1)c1cnc2n(c1=O)CCS2
    0.76, ., 1, -22, -0.19, 0%, 2, -2, 0.15
O=C(COc1ccc(S(=O)(=O)N2CCCCC2)cc1)NCc1ccncc1
    -0.11, 0.9, 0, -12, 0.016, 3%, 12, 1, -0.18
CCc1cc(C(=O)N2CCOCC2)c(NC2=NS(=O)(=O)c3ccccc32)s1
    -0.97, 0.9, -4, -23, 0.42, 7%, -5, 1, -0.23
O=c1[nH]c(CSc2ncc(-c3ccc(F)cc3)n2Cc2ccco2)nc2ccccc12
    2.1, 1, -2, 29, -1.5, 6%, 7, -4, -0.31
O=C(CC(c1ccccc1)c1cc(Cl)ccc1O)N1CCOCC1 (configuration not stated)
    0.17, 1, -2, 6, -1.2, 9%, 10, -4, -2.6*
Cc1cc(NC(=O)COc2ccc(N(C)S(=O)(=O)c3ccccc3)cc2)no1
    -0.2, 0.9, -4, 11, -1.3, 4%, 7, 7, -0.11
CC(C)CCN(C)C1CCN(S(=O)(=O)c2ccc(F)cc2)CC1
    1.2, 0.9, -9, 9, -1.6, 3%, 12, -2, -1
COc1ccc(OC)c(C2CC(=O)c3c([nH]c(C(=O)OC(C)C)c3C)C2)c1 (configuration not stated)
    1.5, 0.9, -28, 31, 2.8*, 3%, 34, 98*, 0.16
COc1ccccc1C1(O)CCN(CC(=O)Nc2c(C)nn(C)c2C)CC1
    -0.27, 0.9, 15, -11, ., 2%, 4, -6, 0.3
CCOC(=O)Nc1nnc(CCc2ccccc2)s1
    -0.6, 1, -9, 5, 1.1, 8%, 13, 8, 0.24
O=C(C1CCC1)N1CCc2cc(S(=O)(=O)N3CCCCC3)ccc21
    -0.51, 1, 4, -5, 1.1, 4%, -13, 7, -0.26
c1ccc(-c2csc3ncn4nnnc4c23)cc1
    1.4, 1, -6, 5, 11*, 4%, 0, -4, 1.3
Cc1cccc(OCC(=O)Nc2cc(C)c(C)cc2O)c1
    -0.14, 0.9, -23, -20, -0.41, 6%, -7, 1, -0.5
Cc1cc(C)c(NC(=O)c2ccc(S(=O)(=O)N3CCOCC3)cc2)c(C)c1
    -0.79, 0.9, 17, -10, -0.014, 5%, 7, 4, -0.056
COC(=O)c1ccc(OCC(=O)Nc2nn(-c3ccccc3)nc2C(N)=O)cc1
    1.9, 0.9, 10, -6, -0.96, 15%, 6, -8, -0.79
O=C(NCCc1ccc(Cl)cc1)C1CCCN(S(=O)(=O)c2cnc[nH]2)C1 (configuration not stated)
    0.62, 0.9, 8, -8, -0.14, 7%, 3, -5, -0.2
CC1CCN(c2c(NCc3ccc(C(=O)N4c5ccccc5CC4C)cc3)c(=O)c2=O)CC1 (configuration not stated)
    -0.82, 0.8, -4, 47, -0.37, 7%, 15, 0, 0.47
O=C(Nc1scc(-c2cccs2)c1C(=O)O)c1cccs1
    1.3, 1.1, -2, 75*, -0.86, 8%, 10, -6, -0.62
COc1ccc(O)c(-c2cc(-c3cccs3)[nH]n2)c1
    0.36, 1.1, 22, 17, ., 0%, 8, -1, 0.6
CCN(CC)CCCN1C(=O)C(=O)/C(=C(/O)c2cnn(-c3ccccc3)c2C)C1c1ccncc1 (configuration not stated)
    -0.31, 0.9, -8, -21, -0.16, 1%, -1, -6, -0.0069
COc1ccccc1OCc1nc(C#N)c(N2CC(C)CC(C)C2)o1 (configuration not stated)
    0.038, 1, -12, 48, -1.4, 4%, 17, -2, -0.24
COc1ccccc1CN(Cc1cc2cc(C)cc(C)c2[nH]c1=O)Cc1nnnn1CC1CCCO1 (configuration not stated)
    0.73, 0.9, 49, -3, 3.5, 9%, 10, -2, 0.32
CN1CCCN(C(c2ccccc2)c2ccc(Cl)cc2)CC1 (configuration not stated)
    0.81, 0.9, -2, 8, -3.3, 1%, ., ., -16*
CCOC(=O)C1CCN(C(=O)c2c(-c3c(Cl)cccc3Cl)noc2C)CC1
    0.75, 0.9, 9, -13, 0.61, 2%, 13, 5, 0.01
Nc1nc(-c2ccccc2)cc(-c2ccccc2O)n1
    -0.71, 0.9, 19, -2, -0.51, 4%, -45, 11, -1
Cc1ccc(CCN2CC(C(=O)NCc3cccnc3)CC2=O)cc1 (configuration not stated)
    -0.26, 0.9, 21, -13, 0.55, 9%, -8, 2, 0.36

An excerpt from above in order of length of the SMILES, rising.
Under each structure – M1 agonist, TNAP act DEA, SF-1 act, Ecoli tolC, D1 mod, NADH enzymes, HEK293 NFkB inh, Jurkat viability, M1 antag
CC(C)CCN(C)C1CCN(S(=O)(=O)c2ccc(F)cc2)CC1
    1.2, 0.9, -9, 9, -1.6, 3%, 12, -2, -1
COc1ccccc1C(O)P(=O)(OC(C)C)c1ccc(N(C)C)cc1 (configuration not stated)
    -0.16, 0.9, -1, 1, 0.31, 3%, 19, 6, 0.25
Cc1cc(C)c(NC(=O)c2ccc(S(=O)(=O)N3CCOCC3)cc2)c(C)c1
    -0.79, 0.9, 17, -10, -0.014, 5%, 7, 4, -0.056
O=c1[nH]c(CSc2ncc(-c3ccc(F)cc3)n2Cc2ccco2)nc2ccccc12
    2.1, 1, -2, 29, -1.5, 6%, 7, -4, -0.31

(list continues)
Under each structure – M1 agonist, TNAP act DEA, SF-1 act, Ecoli tolC, D1 mod, NADH enzymes, HEK293 NFkB inh, Jurkat viability, M1 antag
CCS(=O)(=O)N1CCC(c2nc(-c3ccc(C(F)(F)F)cc3)no2)CC1
    -0.56, 0.9, 1, ., -0.69, 9%, 7, 29, -0.4
COc1ccc(CCNC(=O)CCN2C(=O)COc3ccc(C)cc32)cc1OC
    0.61, 0.9, -2, -6, 0.55, 6%, -4, -2, -0.13
Cc1cnc(NC(=O)CSc2nnc(Cc3ccccc3)n2C)s1
    -0.65, 0.9, 1, 0, -0.28, 2%, 8, -4, -0.14
C=CCN=C1CC(C)(C)CC(=O)/C1=C(/O)CCC(=O)OC
    0.04, 0.9, 6, -5, -0.75, 2%, 13, 13, 0.22
CC1CNCCN1S(=O)(=O)c1cccc2cnccc12 (configuration not stated)
    -0.26, 0.9, 5, 3, -0.039, 2%, ., ., -0.18
CCOC(=O)C(C(C)=O)c1nc(C)nc2c1nnn2Cc1ccccc1Cl (configuration not stated)
    0.45, 0.9, 0, 29, 1.1, 3%, 4, 6, 0.38
CCC(C)Nc1nc(-c2cccc(OC)c2O)nc2ccccc12 (configuration not stated)
    2.1, 0.9, 20, 12, ., 2%, ., ., 0.28
CC(C)OC(=O)c1cc2ccccc2oc1=O
    0.13, 1, -10, -7, ., 7%, 19, -1, 0.11

Assay outcomes deposited in PubChem BioAssay by several laboratories.

Not a hit list. Share with any hit: about 15%.
